TCR activator – T cell receptor activation. Potency, µM (top dose mostly 9.22 µM), without a hit: at the top dose activation of IL-2 secretion, usual class: activators. primary human leukocytes, anti-CD3, IL-2 HTRF, 48 h. AID 504894. 330,000 tested, under 10 active; note: % of control where 0% means no effect
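IL-2 produced over 48 hr by a-CD3 bead-stimulated primary human leukocytes exposed to compounds was detected with a homogeneous time-resolved FRET immunoassay, 665nm acceptor signal after 320nm excitation.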
ELG1 DNA repair – blocks ELG1-dependent DNA repair in HEK293T cells; HEK293T ELG1-luciferase reporter, luminescence, 16 h; DNA damage induced by 5-fluorouridine; 330,000 tested, 2.3% active; Potency, µM (top dose mostly 46.1 µM), without a hit: at the top dose activity change, negative = inhibition, most hits filed as inhibitors; note: potency is the fitted concentration of half-maximal effect; % is set by controls: 0 for no effect and ±100 for the full control effect; nearly all actives have a fitted effect of over 55% in size
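Step one: seed 2,000 cells per well. Step two: pin-transfer compound or DMSO alongside 5-fluorouridine. Step three: incubate 16 hr, 37 °C, 5% CO2. Step four: add ONE-Glo, wait 30 min, read luminescence.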
BRCA1 expr up – activators of BRCA1 expression; MCF7-BRCA1-FFLuc reporter, luminescence, 48 h; response scale: scaled: vehicle 0%, 10 µM genistein 100%; Potency, µM (titrated, usually from 46.1 µM), without a hit: at the highest dose activation, most hits filed as activators; 380,000 tested, 1.1% active; note: potency is the fitted concentration of half-maximal effect; nearly all actives have a fitted effect of over 80% in size; some results filed as inactive show a strong effect at the top dose
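Luminescence from a BRCA1-driven firefly luciferase in MCF7 cells was the read-out, taken 15 min after substrate addition following 48 h compound exposure at 37 °C. Data were normalized to a 10 microM genistein control and DMSO vehicle.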
B2AR arrestin – beta2AR (human) beta-arrestin recruitment activity. P07550. AID 492947. Potency, µM (highest dose often 46.1 µM), without a hit: at the highest dose activation, hits mostly activators. beta-arrestin recruitment to beta2AR, cell-based reporter. 330,000 tested, 0.02% active;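 note: potency is the fitted concentration of half-maximal effect; 0% = DMSO controls and full agonism = EC100 isoproterenol or metaproterenol; nearly all actives have a fitted effect of over 65% in size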
p53 reactivator – mutant p53 re-activation in reporter cells; Potency, µM (titrated, usually from 92.2 µM), without a hit: at the highest dose activity change, positive = activation, most hits filed as activators; 320,000 tested, 0.063% active; H1299 p53-A138V BP100-luciferase reporter, luminescence, 24 h; note: potency is the fitted concentration of half-maximal effect; % of control where 0% means no effect; nearly all actives have a fitted effect of over 45% in size
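H1299 (p53-null), stable ts p53-A138V + BP100-Luc; 1000 cells/well, Opti-MEM/10% FBS; cpd 4 pt, 1:5; 24 h, 37 deg C, 5% CO2; detection reagent 10 min RT; luminescence.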
a7 integrin act – integrin-mediated muscular dystrophy alleviation activation | alpha7betagal myoblasts, beta-gal FDG fluorescence, 48 h | Potency, µM (titrated, usually from 38.3 µM), for the others: at the highest dose activation, most hits filed as activators | 350,000 tested, 0.064% active | AID 624291;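 note: potency is the fitted concentration of half-maximal effect; 100% = response of the positive control SU9516; nearly all actives have a fitted effect of over 60% in size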
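Alpha7betagal+/- myoblasts (passage 13) were plated 16-24 hr, then exposed to compounds (1:260 dilution of DMSO stock) for 48 hours at 37C. After MPER lysis, β-galactosidase reporter activity was read as FDG fluorescence (ex 480/em 540) after 30 minutes.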
TRPV1 ag – activates the human vanilloid receptor TRPV1 | Q8NER1 | TRPV1-expressing cells, Fluo-8 calcium influx, agonist mode | activation, % at 8.33 µM | 320,000 tested, 0.19% active | AID 540275; in the data active = activation above about 80%; inconclusive = between about 30% and that limit; note: 0% is about no effect
Target sequence (Q8NER1 whole entry, looked up): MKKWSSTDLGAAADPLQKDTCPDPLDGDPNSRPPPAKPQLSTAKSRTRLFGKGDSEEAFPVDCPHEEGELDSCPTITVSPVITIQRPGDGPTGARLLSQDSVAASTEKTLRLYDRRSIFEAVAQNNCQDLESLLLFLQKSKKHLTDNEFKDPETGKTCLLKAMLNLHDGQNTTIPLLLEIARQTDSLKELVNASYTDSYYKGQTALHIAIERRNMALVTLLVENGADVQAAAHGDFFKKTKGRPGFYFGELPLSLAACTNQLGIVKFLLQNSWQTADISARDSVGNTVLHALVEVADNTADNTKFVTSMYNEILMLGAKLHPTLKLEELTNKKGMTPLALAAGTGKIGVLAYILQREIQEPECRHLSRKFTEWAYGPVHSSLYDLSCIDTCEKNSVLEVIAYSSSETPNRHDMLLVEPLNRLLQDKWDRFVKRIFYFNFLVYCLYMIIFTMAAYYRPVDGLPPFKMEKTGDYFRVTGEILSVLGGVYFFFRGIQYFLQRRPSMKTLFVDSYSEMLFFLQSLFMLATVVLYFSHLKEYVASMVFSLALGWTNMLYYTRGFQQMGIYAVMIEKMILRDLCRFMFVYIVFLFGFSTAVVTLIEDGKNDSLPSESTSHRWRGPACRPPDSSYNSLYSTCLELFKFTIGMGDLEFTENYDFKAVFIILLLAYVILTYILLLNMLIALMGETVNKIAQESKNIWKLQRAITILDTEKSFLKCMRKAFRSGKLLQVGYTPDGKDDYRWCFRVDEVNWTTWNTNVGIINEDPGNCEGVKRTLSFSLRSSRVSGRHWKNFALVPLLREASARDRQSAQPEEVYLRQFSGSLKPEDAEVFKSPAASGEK
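TRPV1-expressing cells were cultured overnight at 35.5C and loaded with Fluo-8 calcium dye for 40 to 90 min at room temperature. After a 10 s baseline, compound was added and calcium influx was read kinetically for 3 min (ex 480/em 520 nm).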
TSG101-PTAP inh – blocks PTAP/TSG101 interaction to inhibit HIV-1 budding; Fluorescence polarization, FITC-PTAP peptide / Tsg101 binding; 340,000 tested, under 10 active; Potency, µM (titrated, usually from 115 µM), for the others: at the highest dose activity change, negative = inhibition, most hits filed as inhibitors; Q99816; active = well fitted inhibition curve with a large enough effect in the main read-out, with a control signal flat, not every such curve was filed as active; inconclusive = small, poorly fitted or top-dose-only effect, or effect the other way, or a change in a side signal; inactive = no such curve, though single readings can be large or run the other way; note: potency is the fitted concentration of half-maximal effect; % of control where 0% means no effect
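Tsg101 binding domain (10 uM final) was mixed with compound and a FITC-labeled PTAP peptide (50 nM final) in HEPES pH 7.5 buffer with NaCl, Tween 20, EDTA and TCEP; fluorescence polarization was read after 20 min at r.t.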
A-T KAP1 phos – potential ataxia-telangiectasia treatments restoring KAP-1 phosphorylation | […] A-T fibroblasts, KAP-1 phosphorylation AlphaLISA; neocarzinostatin DNA damage 30 min before lysis | Potency, µM (series often up to 57.5 µM), for inactives: top-dose activation, most hits filed as activators | 320,000 tested, 0.19% active; note: potency is the fitted concentration of half-maximal effect; % of control where 0% means no effect; nearly all actives have a fitted effect of over 45% in size
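hTERT-immortalized A-T patient fibroblasts ([…]), 500 cells/well in OPTI-MEM, 1% FBS, got compounds for 60 min, then NCS for 30 min at 37C. Lysates were then assayed for phospho-KAP-1 by AlphaLISA (anti-pKAP1 donor, anti-KAP1 acceptor beads), 6 hr at 25C.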
MLL CXXC-DNA inh – inhibitors of human MLL CXXC domain-DNA interaction. 290,000 tested, 0.037% active. Potency, µM (highest dose often 115 µM), inactives show top-dose activity change, negative = inhibition, usual class: inhibitors. Q03164. AID 2662. MLL-CXXC / FITC-HOXA9 DNA fluorescence polarization; active = well fitted inhibition curve with a large enough effect in the polarisation, with a control signal flat, not every such curve was filed as active; inconclusive = small, poorly fitted or top-dose-only effect, or effect the other way, or a change in a side signal; inactive = no such curve, though single readings can be large or run the other way; the % refers to the polarisation; note: potency is the fitted concentration of half-maximal effect
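Steps: dispense CXXC domain solution (7 uM) → pin compounds or unlabeled HOX-A9 DNA control → 5 min ambient → add FLSN-HOX-A9 solution (50 nM) → spin → 30 min ambient → fluorescence polarization. Tris pH 7.5/NaCl/DTT/BSA buffer.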
* hit, by the source's call; ? = inconclusive; . = no result given; [ ] = another dose, or the depositor's remark. Unless noted, calls come from the whole dose curve; as a rule, active = well fitted curve in the direction sought with a large enough effect; inconclusive = small, poorly fitted or top-dose-only effect, or another doubt; inactive = no such curve, though single readings can be large; an effect the other way counts as inactive or inconclusive.

Values in the order – a7 integrin act	B2AR arrestin	ELG1 DNA repair	BRCA1 expr up	TSG101-PTAP inh	p53 reactivator	TCR activator	TRPV1 ag	A-T KAP1 phos	MLL CXXC-DNA inh
- CCN1C(=O)[C@H]2[C@@H](c3ccc(SC4CCCCC4)cc3)N3CCCC[C@@]3(C(=O)OC)[C@H]2C1=O
→ 22%	0.8%	14%	-14%	-4%	-4%	1%	8	24%	.
- O=C(CSc1ccccc1F)NNC(=O)c1ccncc1
→ -4%	-1.7%	1%	-1%	-3%	1%	9%	2	9%	.
- CN(C(=O)c1ccccc1C(=O)OCC(=O)c1ccc(Br)cc1)c1ccccc1
→ 1%	-0.3%	-19%	-38%	0%	-4%	-1%	3	2%	.
- O=C(NC(=S)Nc1nc2ccc(F)cc2s1)c1ccco1
→ -1%	0.1%	?	1%	-1%	24%	-5%	2	6%	-5%
- Cc1ccc(F)cc1CNC(=O)C1CCC(=O)N(C2CC2)C1 (configuration not stated)
→ 0%	-0.8%	?	22%	0%	?	3%	-1	4%	25%
- Cc1ccc(C)c(S(=O)(=O)Nc2ccc(C(=O)NCC(c3ccco3)N(C)C)cc2)c1 (configuration not stated)
→ -7%	-1.3%	-4%	-8%	-1%	-5%	0%	-3	1%	.
- O=C(NN1C(=O)C2C(C1=O)C1C=CC2C12CC2)c1cccnc1 (configuration not stated)
→ 18%	0.0%	15%	-8%	-1%	2%	0%	2	1%	0%
- Cc1cccc(NC(=S)NCCO)c1C
→ -12%	0.2%	22%	-26%	-1%	-12%	1%[46.1 µM]	-3	-1%	?
- O=C(NCCN1CCOCC1)C1CC(=O)N(c2ccc(F)c(Cl)c2)C1 (configuration not stated)
→ 8%	-0.4%	5%	4%	-5%	11%	-5%	-4	-3%	-4%
- CCSc1ccccc1C(=O)Nc1ccc([N+](=O)[O-])cc1OC
→ 28%	-0.2%	?	1%	-2%	-5%	3%	2	0%	-7%
- Cc1cc(C)n(-c2cc(N3CCN(C(=O)c4cccc(Br)c4)CC3)ccc2[N+](=O)[O-])n1
→ -13%	-0.1%	?	-54%	-7%	-1%	2%	8	-1%	-5%
- COCCNC(=O)c1ccc(N2CC3CC(C2)c2cccc(=O)n2C3)c(NC(=O)c2ccc(F)cc2)c1 (configuration not stated)
→ -4%	0.1%	?	18%	-8%	13%	1%	-7	8%	12%
- COc1ccc(NC(=O)c2cc(C)nn2-c2ccccc2)cc1
→ 3%	0.1%	0%	6%	-3%	19%	3%	10	11%	-14%
- CCCCOc1ccc(-c2nc(=S)[nH][nH]2)cc1
→ -1%	-0.1%	?	68%	-5%	7%	-5%	-1	.	-1%
- Cc1ccc(S(=O)(=O)NCCCn2ccnc2)cc1
→ -3%	-0.4%	4%	-6%	1%	0%	8%[46.1 µM]	7	-5%	23%
- O=C(CSc1nc2ccccc2s1)Nc1cc(C(=O)O)cc(C(=O)O)c1
→ ?	0.1%	5%	-4%	-1%	0%	-1%	-4	-4%	-3%
- COc1ccccc1-n1cc(-c2ccccc2)[nH]c1=S
→ ?	0.6%	10%	-13%	-1%	0%	-5%	-2	-6%	7%
- Cc1sccc1C1C(C#N)=C(N)SC(N)=C1C#N
→ .	0.3%	5%	.	.	-7%	.	1	-2%	17%
- Nc1nc(CSc2ncccn2)nc(Nc2ccccc2)n1
→ -11%	-1.0%	?	4µM*	-2%	?	.	-8	-3%	-5%
- O=C(CN1CCN(S(=O)(=O)c2ccc(Br)cc2)CC1)N/N=C/c1ccc(Br)s1
→ 1%	-0.8%	?	-58%	-5%	-5%	0%	13	-4%	11%
- CN(CC(=O)Nc1ccccc1Cl)C(=O)c1ccccc1SCC(=O)N1CCCC1
→ -8%	-0.2%	14%	-11%	-2%	4%	1%	3	-4%	.
- CCC(=O)NC(=S)Nc1ccc(NC(=O)c2cc3ccccc3o2)c(OC)c1
→ -4%	3.6%	15%	0%	-3%	16%	.	3	0%	-6%
- Cc1cc(C)cc(N(CC(=O)Nc2ccccc2-c2ccccc2)S(=O)(=O)c2ccccc2)c1
→ 2%	-0.5%	-10%	-18%	-9%	7%	2%[46.1 µM]	0	?	11%
- O=C(NCCCN1CCN(c2ccccc2F)CC1)C1CC(=O)N(C2CCCC2)C1 (configuration not stated)
→ -3%	-0.4%	0%	0%	-1%	3%	-5%	0	0%	2%
- COCCn1c(C)cc(C2=NNC(=NC(C)(C)C)SC2)c1C
→ 9%	-0.8%	?	38%	-3%	7%	-1%	-2	-3%	1%
- Cc1cccc(Cl)c1NC(=S)NN
→ 15%	-0.4%	-4%	-2%	1%	0%	12%	-1	-3%	-2%
- Clc1ccc(SCCCCn2cncn2)cc1
→ 28%	0.0%	8%	5%	1%	-2%	3%	0	5%	-2%
- CC1(C)Cc2ccccc2C2=C(C(=O)N3CCCCCC3)C(=O)C(=O)N21
→ -14%	-0.1%	15%	0%	4%	4%	-5%	5	-5%	-5%
- CCN(CC)S(=O)(=O)c1ccc(C)c(NC(=O)CSc2ncc(C(F)(F)F)cc2Cl)c1
→ -23%	-0.7%	7%	-39%	-3%	0%	-3%[46.1 µM]	6	4%	0%
- O=C1Nc2ccccc2/C1=N\c1sc2c(c1C(=O)Nc1ccccc1)CCCC2
→ 3%	-0.7%	7%	-2%[1.84 µM]	-4%	10%	3%[46.1 µM]	4	-1%	6%

Some of the entries so far, as comma-separated lines.
Compound,a7 integrin act,B2AR arrestin,ELG1 DNA repair,BRCA1 expr up,TSG101-PTAP inh,p53 reactivator,TCR activator,TRPV1 ag,A-T KAP1 phos,MLL CXXC-DNA inh
Cc1cc(C)cc(N(CC(=O)Nc2ccccc2-c2ccccc2)S(=O)(=O)c2ccccc2)c1,2%,-0.5%,-10%,-18%,-9%,7%,2%[46.1 µM],0,?,11%
O=C(NCCCN1CCN(c2ccccc2F)CC1)C1CC(=O)N(C2CCCC2)C1 (configuration not stated),-3%,-0.4%,0%,0%,-1%,3%,-5%,0,0%,2%
COCCn1c(C)cc(C2=NNC(=NC(C)(C)C)SC2)c1C,9%,-0.8%,?,38%,-3%,7%,-1%,-2,-3%,1%
Cc1cccc(Cl)c1NC(=S)NN,15%,-0.4%,-4%,-2%,1%,0%,12%,-1,-3%,-2%
Clc1ccc(SCCCCn2cncn2)cc1,28%,0.0%,8%,5%,1%,-2%,3%,0,5%,-2%
CC1(C)Cc2ccccc2C2=C(C(=O)N3CCCCCC3)C(=O)C(=O)N21,-14%,-0.1%,15%,0%,4%,4%,-5%,5,-5%,-5%
CCN(CC)S(=O)(=O)c1ccc(C)c(NC(=O)CSc2ncc(C(F)(F)F)cc2Cl)c1,-23%,-0.7%,7%,-39%,-3%,0%,-3%[46.1 µM],6,4%,0%
O=C1Nc2ccccc2/C1=N\c1sc2c(c1C(=O)Nc1ccccc1)CCCC2,3%,-0.7%,7%,-2%[1.84 µM],-4%,10%,3%[46.1 µM],4,-1%,6%

Further compounds:
Values in the order – a7 integrin act	B2AR arrestin	ELG1 DNA repair	BRCA1 expr up	TSG101-PTAP inh	p53 reactivator	TCR activator	TRPV1 ag	A-T KAP1 phos	MLL CXXC-DNA inh
- CC(C)c1ccc(C2(O)C(=O)Nc3cc(Br)ccc32)c(O)c1 (configuration not stated)
→ 0%	-0.2%	-17%	-41%	-6%	-6%	2%	-2	-1%	10%
- CCOc1ccc(S(=O)(=O)N2CCN(C(=O)c3cccnc3)CC2)cc1
→ -37%	0.4%	7%	-29%	-8%	-1%	2%	0	6%	42%[activator]
- O=C(O)CN1C2=NCCCN2c2ccccc21
→ 30%	-0.3%	-4%	0%	-6%	0%	-10%	-1	0%	-2%
- Nc1cc([N+](=O)[O-])ccc1Nc1ccc(O)cc1
→ 3%	0.5%	-7%	-12%	1%	-5%	-18%	-3	-55%[inhibitor]	3%
- Cc1ccc(C(=O)N(CCC2=CCCCC2)c2c(N)n(Cc3ccccc3)c(=O)[nH]c2=O)o1
→ -17%	-0.3%	9.2µM*	-19%	-1%	-9%	0%	1	-1%	.
- S=C(c1ccc(Cl)cc1)N1CCN(Cc2ccccc2)CC1
→ -20%	-0.3%	-4%	-15%	0%	-1%	10%	?	4%	4%

Compound activity as filed in PubChem BioAssay.
